NadD inh – blocks S. aureus nicotinate mononucleotide adenylyltransferase. purified NadD enzyme, colorimetric absorbance read-out. inhibition, % at 20 µM. 360,000 tested, 0.78% active; in the data active = inhibition above about 26%; note: some compounds past the cut are filed as inactive
Rpn11 block – blocks the human proteasome subunit Rpn11 | human 26S proteasome, Ub4-pepOG fluorescence polarization; 20S core pre-blocked with epoxomicin | O00487 | 360,000 tested, 0.59% active | calls only at 20 µM | AID 588493;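 active = inhibition at 20 µM, scaled to each plate's controls, above about 33%, limit read from the data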
Target sequence (O00487 whole entry, looked up): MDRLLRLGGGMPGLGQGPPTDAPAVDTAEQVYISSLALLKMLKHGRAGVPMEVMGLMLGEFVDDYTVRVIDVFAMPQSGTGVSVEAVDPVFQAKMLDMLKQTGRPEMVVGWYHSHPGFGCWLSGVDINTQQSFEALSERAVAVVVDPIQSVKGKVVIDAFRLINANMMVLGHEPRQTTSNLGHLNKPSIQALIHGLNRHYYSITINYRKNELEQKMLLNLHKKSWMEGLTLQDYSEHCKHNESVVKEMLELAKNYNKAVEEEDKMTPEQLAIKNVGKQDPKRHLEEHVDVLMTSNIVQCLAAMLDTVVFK
LMPTP block – LMPTP (human) inhibition | P24666 | recombinant LMPTP-A, OMFP fluorogenic substrate, fluorescence intensity | inhibition, % at 20 µM | 360,000 tested, 0.22% active;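 active = compounds that cut the enzyme signal by at least half of the control window in the single-dose screen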;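 note: plate controls were DMSO wells with enzyme plus substrate for no effect and substrate without enzyme for full effect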
Target sequence (P24666 whole entry, looked up): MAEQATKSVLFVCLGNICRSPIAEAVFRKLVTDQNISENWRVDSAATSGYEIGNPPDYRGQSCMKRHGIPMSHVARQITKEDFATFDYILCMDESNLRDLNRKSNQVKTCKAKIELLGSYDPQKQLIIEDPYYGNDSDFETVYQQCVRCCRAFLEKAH
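Material: LMPTP-A; amount: 0.625 nM enzyme; doses: single 20 µM dose; times: reaction 50 min, room temperature, dark; technique: fluorescence intensity of OMFP turnover product; benchmarks: no-enzyme and uninhibited controls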
CSN deneddyl inh – CSN deneddylation inhibition; Q92905; Purified CSN, SCF-Nedd8-OG deneddylation, fluorescence polarization; inhibition, % at 12.5 µM; 360,000 tested, 0.38% active;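 active = pattern-corrected inhibition above about 35%, with an unprinted fluorescence ratio check between 0.5 and 1.5, limit read from the data, passing the limit was not always enough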;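 note: 0% = enzyme with substrate and 100% = substrate without enzyme; some results filed as inactive read as strong as hits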
Target sequence (Q92905 whole entry, looked up, one chain of several): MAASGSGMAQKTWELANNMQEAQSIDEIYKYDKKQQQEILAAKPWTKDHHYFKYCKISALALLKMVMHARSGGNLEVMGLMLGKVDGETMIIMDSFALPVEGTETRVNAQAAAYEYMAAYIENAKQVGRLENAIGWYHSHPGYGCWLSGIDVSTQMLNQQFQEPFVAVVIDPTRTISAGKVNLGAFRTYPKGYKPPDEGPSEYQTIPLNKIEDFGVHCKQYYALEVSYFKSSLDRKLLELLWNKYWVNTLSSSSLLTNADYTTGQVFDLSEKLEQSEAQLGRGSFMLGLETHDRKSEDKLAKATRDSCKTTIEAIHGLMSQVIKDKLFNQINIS
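Detection – fluorescence polarization · System – HEK293T-derived human Csn5 enzyme · Controls – substrate-only high control, full reaction low control · Timing – 90 min, room temperature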
DNMT1 block – inhibitors of human DNMT1; DNMT1 molecular beacon, Hinp1I cleavage, fluorescence; P26358; inhibition (reported as % activation of signal), % at 10 µM; 360,000 tested, 0.83% active; AID 588458; in the data active = inhibition above about 50%
TbMetRS inhib – blocks T. brucei methionyl-tRNA synthetase activity | purified T. brucei MetRS, ATP depletion, Kinase-Glo luminescence | inhibition, % at 11.9 µM | 360,000 tested, 0.4% active;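 active = inhibition above a per-plate cutoff of the control wells' mean inhibition plus 3 SD, cut at about 5.5% in these data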;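 note: 0% = DMSO wells median and 100% = median of wells with control inhibitor compound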
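Test system: purified T. brucei MetRS enzyme. Also added: ATP, methionine and E. coli bulk tRNA substrates. Compound: 11.9 µM single point. Schedule: 15 min enzyme-compound preincubation, 2 h reaction, 10 min detection, 25 °C. Signal: luciferase luminescence of residual ATP, Kinase-Glo. Evaluation: percent inhibition versus plate control medians. Controls: DMSO wells, low control.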
STEP inh – STEP (human) phosphatase inhibition; inhibition, % at 20 µM; AID 588621; 360,000 tested, 0.25% active; recombinant STEP, OMFP fluorogenic substrate, fluorescence; P54829;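 active = inhibition at 20 µM, scaled per plate between control wells, above about 37%, limit read from the data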;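 note: 0% = DMSO with enzyme and substrate and 100% = substrate only without enzyme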
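Material: STEP (striatal-enriched tyrosine phosphatase) enzyme, cell-free | Medium: 50 mM Bis-Tris pH 6.0 with 2.5 mM DTT and 0.005% Tween 20 | Read-out: Percent inhibition scaled to no-enzyme and uninhibited-enzyme controls, plate-pattern corrected | Signal: Fluorescence read at 480 nm ex / 540 nm em | Times: 20 min reaction, room temperature, in the dark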
SUMO1 PPI mod – SUMO1-SIM interaction modulation; P63165; AID 602429; SUMO1 binding to a labelled peptide, TR-FRET, 1 h; inhibition, % at 20 µM; 360,000 tested, 0.33% active; in the data active = inhibition above about 37%
Target sequence (P63165 whole entry, looked up): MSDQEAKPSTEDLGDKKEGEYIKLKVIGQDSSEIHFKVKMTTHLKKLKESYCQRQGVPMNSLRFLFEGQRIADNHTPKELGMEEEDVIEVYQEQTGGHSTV
Scp1 inh – inhibitors of human Scp-1 phosphatase. inhibition, % at 20 µM. Recombinant Scp1, phosphopeptide, malachite green phosphate absorbance. AID 493091. 340,000 tested, 0.88% active;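 active = inhibition above about 50% at 20 µM, limit read from the data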;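 note: plate controls were DMSO wells with enzyme for no effect and wells lacking enzyme for full effect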
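Test system: SCP-1 catalytic domain; Buffer or medium: Acidic Tris acetate buffer with magnesium and detergent; Also added: Phosphorylated 17-residue peptide substrate; Compound: single 20 µM dose, 1% DMSO; Schedule: enzyme reaction 45 min at room temperature, colour 5 min, stabilisation 30 min; Signal: Phosphate-binding colour reagent, absorbance read at 630 nm.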
MsrA inh – inhibits bovine methionine sulfoxide reductase A; purified bovine MsrA, absorbance read-out; inhibition, % at 15.5 µM; 360,000 tested, 0.75% active; in the data active = inhibition above about 4.5%;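 note: 0% = vehicle wells with enzyme and 100% = reference inhibitor wells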
The depositor's hits bear a star; i = inactive; · = not tested or not shown. Compounds were not picked by outcome. Share with any hit: about 3.9%.

SMILES	NadD inh	Rpn11 block	LMPTP block	CSN deneddyl inh	DNMT1 block	TbMetRS inhib	STEP inh	SUMO1 PPI mod	Scp1 inh	MsrA inh
O=C(CSc1nnc(NC(=O)C2CC2)s1)Nc1ccc2c(c1)OCCO2	-8.4	i	-1.6	-3.3	-2.8	0.1	7.5	6.2	-8.2	0.7
COc1cccc(OCc2cc(C(=O)N3CCN(C(=O)c4ccco4)CC3)no2)c1	-5.1	i	-0.6	5.2	-1.9	0.6	-2.0	1.6	-5.7	-0.5
CCOC(=O)CSc1nnc(NC(=O)CCc2ccccc2)s1	0.4	i	-2.4	1.0	-0.2	-0.8	-1.3	-1.9	0.0	-0.5
CC(=O)O[C@H]1C(=O)[C@@]2(C)[C@H]([C@H](OC(=O)c3ccccc3)[C@]3(O)C[C@H](OC(=O)[C@H](O)C(NC(=O)c4ccccc4)c4ccccc4)C(C)=C1C3(C)C)[C@]1(OC(C)=O)CO[C@@H]1C[C@@H]2O (some centres not stated)	-5.4	i	0.5	-4.1	-6.1	-1.0	-0.7	3.0	-14.5	-0.1
Cc1ccc(C(c2nnnn2Cc2cccs2)N2CCN(Cc3ccc4c(c3)OCO4)CC2)cc1 (configuration not stated)	-3.7	i	0.5	3.4	-7.6	-1.1	1.0	2.3	41.8	-0.9
CCCc1nnc(SCC(=O)N2CCOCC2)n1CCCOC	-1.3	i	-0.2	7.8	-0.3	-0.8	-0.5	-1.9	2.6	-1.4
COc1ccc(NC(=O)/C=C/c2ccccc2)cn1	3.7	i	-0.8	2.7	-5.5	-0.2	-1.5	8.4	-10.3	1.7
COc1cccc2[nH]c3c(N4CCC(C(N)=O)CC4)ncnc3c12	-1.5	i	0.6	3.0	2.7	-0.1	2.7	0.5	-2.7	1.9
COc1ccc(OC2C(=O)N(CCc3ccc(OC)c(OC)c3)C2c2ccc3c(c2)OCO3)cc1 (configuration not stated)	-7.8	i	3.3	0.3	-0.8	-0.2	7.4	1.0	-8.3	0.3
O=C(Nc1nnc(C2CCCCC2)s1)C1CC(=O)N(c2ccccc2)C1 (configuration not stated)	-2.0	i	-0.4	-1.7	-0.5	-0.4	1.8	1.0	-2.3	-0.8

3 entries out of the list above, arranged by their value in NadD inh, ascending:
structure | NadD inh | Rpn11 block | LMPTP block | CSN deneddyl inh | DNMT1 block | TbMetRS inhib | STEP inh | SUMO1 PPI mod | Scp1 inh | MsrA inh
COc1cccc2[nH]c3c(N4CCC(C(N)=O)CC4)ncnc3c12 | -1.5 | i | 0.6 | 3.0 | 2.7 | -0.1 | 2.7 | 0.5 | -2.7 | 1.9
CCCc1nnc(SCC(=O)N2CCOCC2)n1CCCOC | -1.3 | i | -0.2 | 7.8 | -0.3 | -0.8 | -0.5 | -1.9 | 2.6 | -1.4
COc1ccc(NC(=O)/C=C/c2ccccc2)cn1 | 3.7 | i | -0.8 | 2.7 | -5.5 | -0.2 | -1.5 | 8.4 | -10.3 | 1.7

Random excerpt: 5 records from the list
SMILES	NadD inh	Rpn11 block	LMPTP block	CSN deneddyl inh	DNMT1 block	TbMetRS inhib	STEP inh	SUMO1 PPI mod	Scp1 inh	MsrA inh
CCCc1nnc(SCC(=O)N2CCOCC2)n1CCCOC	-1.3	i	-0.2	7.8	-0.3	-0.8	-0.5	-1.9	2.6	-1.4
CC(=O)O[C@H]1C(=O)[C@@]2(C)[C@H]([C@H](OC(=O)c3ccccc3)[C@]3(O)C[C@H](OC(=O)[C@H](O)C(NC(=O)c4ccccc4)c4ccccc4)C(C)=C1C3(C)C)[C@]1(OC(C)=O)CO[C@@H]1C[C@@H]2O (some centres not stated)	-5.4	i	0.5	-4.1	-6.1	-1.0	-0.7	3.0	-14.5	-0.1
COc1ccc(OC2C(=O)N(CCc3ccc(OC)c(OC)c3)C2c2ccc3c(c2)OCO3)cc1 (configuration not stated)	-7.8	i	3.3	0.3	-0.8	-0.2	7.4	1.0	-8.3	0.3
COc1cccc(OCc2cc(C(=O)N3CCN(C(=O)c4ccco4)CC3)no2)c1	-5.1	i	-0.6	5.2	-1.9	0.6	-2.0	1.6	-5.7	-0.5
Cc1ccc(C(c2nnnn2Cc2cccs2)N2CCN(Cc3ccc4c(c3)OCO4)CC2)cc1 (configuration not stated)	-3.7	i	0.5	3.4	-7.6	-1.1	1.0	2.3	41.8	-0.9

The listing continues.
SMILES	NadD inh	Rpn11 block	LMPTP block	CSN deneddyl inh	DNMT1 block	TbMetRS inhib	STEP inh	SUMO1 PPI mod	Scp1 inh	MsrA inh
CC(=NNc1nc2ccccc2s1)c1ccncn1	1.6	i	1.9	0.3	-0.7	-0.4	-2.2	17.1	12.6	3.3
COc1cc(-c2nc3ccc(C)cn3c2NCc2ccccc2)ccc1-c1cccc(Cl)c1	4.2	i	5.9	15.4	-12.8	0.9	0.1	-1.3	9.2	0.7
CN1/C(=C\C(=O)COC(=O)c2ccc(O)cc2)C(C)(C)c2ccccc21	-9.1	i	1.3	9.3	-4.9	-0.7	-3.2	-4.0	-9.4	5.2*
COc1ccc(NC(C)C(=O)Nc2cccc(S(=O)(=O)N3CCOCC3)c2)cc1OC (configuration not stated)	0.2	i	3.8	3.6	3.9	-0.6	-2.2	1.2	0.7	-1.1
C=CCN1C(=O)c2cccc3c(Br)ccc(c23)C1=O	6.8	i	0.6	2.1	2.9	0.2	2.3	-20.5	-8.7	0.0
CNc1nnc(-c2ccc(N(C)C)cc2)s1	2.1	i	0.2	1.6	0.2	-0.8	-2.1	-10.4	-3.0	3.8
COc1cccc(S(=O)(=O)N(C)C[C@@H]2Oc3cc(C#CCN(C)C)ccc3S(=O)(=O)N([C@H](C)CO)C[C@@H]2C)c1	-3.4	i	-1.6	7.9	-4.0	-0.6	-0.6	-7.2	·	-1.0
COc1cc(C2CC(=O)Nc3c2c(=O)nc2c(C)cccn32)cc(OC)c1OC (configuration not stated)	-4.4	i	-1.0	3.0	0.4	-0.6	-2.4	-0.4	1.2	1.3
Cc1ccc(S(=O)(=O)N2CCN(S(=O)(=O)N3CCC(C)CC3)CC2)c(C)c1	-7.3	i	-1.2	1.3	0.9	-0.6	1.8	15.4	-3.4	0.4
Cc1ccc2cc(C#N)c(SCC(=O)N3CCCC3)nc2c1	-7.9	i	-0.4	4.9	0.7	-0.7	-0.5	-10.7	1.3	-0.2
Cc1ccc(C(=O)N/C(=C\c2ccco2)C(=O)N2CCCCC2)cc1	5.6	i	-0.3	3.4	-2.5	-0.4	0.9	-3.7	-6.4	0.7
O=C(CCS(=O)(=O)c1ccc2c(c1)NC(=O)CS2)NCc1ccccc1Cl	-2.6	i	-2.0	4.1	-1.1	0.0	1.6	-0.1	-9.1	·
COc1ccc(C2SCC(=O)N2c2ccc(OC)cc2)cc1 (configuration not stated)	-2.8	i	-1.1	1.9	1.3	-1.5	-1.3	0.6	-0.5	0.9
Cc1ccc(S(=O)(=O)N2CC3C(=O)C[C@@H](c4ccccc4)N(S(=O)(=O)c4ccccc4Cl)C3CC2c2ccccc2)cc1 (some centres not stated)	·	·	0.9	-0.2	·	-0.4	·	-1.4	·	0.0
NC(=O)C1CCN(C(=O)c2ccccc2CCc2ccccc2)CC1	-2.7	i	-1.2	4.3	0.1	-1.3	1.7	2.0	3.0	-1.1
O=C(/C=C/c1cccnc1)c1ccc(NC(=O)c2cccc(Br)c2)cc1	10.9	i	3.4	8.5	18.4	-0.5	0.4	-2.9	-4.9	-1.0
CNC(C)C(=O)NC(C(=O)NC(C)C(=O)NNc1ccccc1)C(C)C (configuration not stated)	-0.6	i	-1.1	-6.0	4.3	0.9	1.0	2.7	·	-0.5
CCOC(CNC(=O)C1CCN(S(=O)(=O)c2ccc3nc4c(c(C(=O)O)c3c2)CCCCC4)CC1)OCC	-1.9	i	-1.1	6.9	1.3	-0.1	-1.3	4.5	-6.5	0.4
COC(=O)C1=C(C)N(C(C)C)C(=O)C1(NC(C)=O)C(F)(F)F (configuration not stated)	-6.1	i	-1.1	-5.0	1.0	-0.6	3.1	-2.0	-6.1	-0.2
CCOc1ccc(NC(=O)c2sccc2-n2cccc2)cc1	0.2	i	-0.6	-1.4	0.4	-1.1	0.4	-0.6	-0.9	3.6
Cc1cccc(C(=O)NCCC(=O)Nc2nc(C)c(Cc3ccc4c(c3)OCO4)s2)c1	-0.2	i	-1.6	1.9	-4.2	-1.1	-1.1	0.4	2.6	-0.1
O=C(CSc1ccsc1[N+](=O)[O-])NCc1ccccc1	1.7	i	1.4	6.7	-1.7	-0.3	7.9	-21.2	-0.3	1.8
COC(=O)CSc1nc2c(c(-c3ccc(C)o3)c1C#N)CCCC2	-4.7	i	5.0	-5.9	-3.2	0.2	4.0	-2.9	-12.8	1.1
COC(=O)C1C(=O)OC(C)(C)C1C(C)C(=O)c1ccccc1 (configuration not stated)	1.8	i	-1.8	-5.7	1.6	-0.2	-4.3	3.8	-10.3	0.2
COc1ccc(NS(=O)(=O)c2ccc3c(c2)N(C(C)=O)CCS3)cc1	-7.4	i	-1.0	-2.7	-2.1	-0.1	-3.1	3.1	-13.6	-0.4
CN(CC(=O)Nc1ccc(N2CCOCC2)cc1)C(=O)c1cc(F)c(F)cc1Cl	-2.2	i	-1.8	2.4	-0.8	-0.4	-0.2	4.3	-6.9	-0.4
Cc1ccc(N(C(=O)Cc2cccs2)C(C(=O)NC2CCCCC2)c2ccccn2)cc1C (configuration not stated)	2.0	i	0.2	0.8	-4.8	-1.0	1.2	-2.1	-1.8	-0.4
Oc1ccc(N2CCN(C(c3ccncc3)c3nnnn3C3CCCC3)CC2)cc1 (configuration not stated)	10.4	i	0.7	-3.4	-2.8	-0.4	-1.7	-8.5	-3.0	0.1
COc1cc2c(cc1OC)C(C(=O)N1CCOCC1)C(c1cccs1)N(C)C2=O (configuration not stated)	0.5	i	-1.1	2.0	-0.4	-0.8	-1.3	-0.5	-2.0	1.6
O=C(COc1ccc2c3c(c(=O)oc2c1)CCC3)NCC1CCC(C(=O)O)CC1 (configuration not stated)	3.3	i	-0.4	1.4	1.4	-0.3	2.2	1.3	-4.3	1.3
COc1ccccc1NC(=O)COC(=O)C1CC1	-9.2	i	0.2	4.4	6.1	-0.6	0.4	0.2	-3.9	0.8
N#Cc1c(SCC(=O)OCc2ccccc2)nsc1SCC(=O)OCc1ccccc1	13.4	i	3.9	-0.9	3.5	0.4	-8.3	-0.6	-20.0	0.9
O=C1OC(c2ccccc2)(c2ccc3cc(O)ccc3c2)c2ccccc21 (configuration not stated)	10.9	i	5.0	-1.5	-25.6	-0.4	-5.4	5.2	-7.7	0.3
COc1ccc(NC(=O)N2Cc3ccccc3CC2C(=O)NC(C)(C)C)cc1 (configuration not stated)	2.5	i	1.5	4.0	-0.6	-0.1	1.9	21.5	7.1	1.2

Assay outcomes from PubChem BioAssay.
